Screens: PubChem, National Center for Advancing Translational Sciences (NCATS)
G9a inh = inhibitors of human histone lysine methyltransferase G9a; G9a H3K9 monomethylation, AlphaScreen, 2 h; Potency, µM (highest dose often 102 µM), inactives show top-dose activity, negative = inhibition, hits mostly inhibitors; 350,000 tested, 8.8% active; AID 504332; active = well fitted inhibition curve with a large enough effect; inconclusive = small, poorly fitted or top-dose-only effect; inactive = no such curve, though single readings can be large or run the other way; note: nearly all actives have a fitted effect of over 75% in size
Target sequence (Q96KQ7 913-1193 limits assumed): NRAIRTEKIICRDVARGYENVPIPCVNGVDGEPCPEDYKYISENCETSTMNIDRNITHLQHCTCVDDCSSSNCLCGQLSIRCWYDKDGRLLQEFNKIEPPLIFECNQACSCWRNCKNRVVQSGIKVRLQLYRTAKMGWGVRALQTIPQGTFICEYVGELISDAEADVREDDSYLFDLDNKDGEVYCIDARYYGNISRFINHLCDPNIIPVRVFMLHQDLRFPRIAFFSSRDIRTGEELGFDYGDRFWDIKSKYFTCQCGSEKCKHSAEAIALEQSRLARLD
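Signal arises when biotinylated H3K9 peptide, once monomethylated, bridges streptavidin donor and antibody-captured acceptor beads. Enzyme at 20 nM was preincubated 15 min with test compounds; peptide 500 nM and SAM 20 uM then reacted for 2 h.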
* = called active by the depositor; ? = inconclusive; & = joins results of further samples; ! = repeats disagree; [ ] = remark or other dose. % is set by controls: 0 for no effect and ±100 for the full control effect; potency is the fitted concentration of half-maximal effect. A portion of the library; the hit share may differ from the screen's.

SMILES	G9a inh
N#Cc1ccccc1-c1ccc2ncnc(NCc3cccnc3)c2c1	18%[0.501 µM]
COCCn1c(=O)c(-c2ccc(Cl)cc2)nc2cnc(Oc3cccc(Cl)c3)nc21	3%[0.501 µM]
Cc1cnc(CNc2ncnc3ccc(-c4ccc(C(=O)N(C)C)cc4)cc23)cn1	3%[0.501 µM]
Cc1nc2cnc(N3CCNCC3)nc2n(Cc2cccs2)c1=O	1%[0.501 µM]
COc1ccc(C(=O)N2CCC[C@@]3(CCN(Cc4ccncc4)C3)C2)cc1	4%[12.7 µM]
N#CCCn1c(=O)cnc2cnc(Nc3ccccc3)nc21	-5%[12.7 µM]
COCCn1c(=O)c(-c2ccc(F)cc2)nc2cnc(OCc3ccccc3)nc21	-22%[12.7 µM]
CNc1nc(-c2ccc3c(c2)OCO3)nc2ccccc12	4%[0.501 µM]
O=c1c(-c2ccc(F)cc2)nc2cnc(N3CCOCC3)nc2n1C1CC1	11%[0.501 µM]
CN1CCC2(CC1)CCN(S(=O)(=O)c1ccccc1)CC2	6%[12.7 µM]
O=S(=O)(c1ccccc1)N1CCC2(CCCN(C(c3ccccc3)c3ccccc3)C2)CC1	-19%[12.7 µM]
N[C@H](C(=O)O)c1ccc(O)c(C(=O)O)c1	34%[59 µM]
CO[C@@]1(NC(=O)CSCC#N)C(=O)N2C(C(=O)O)=C(CSc3nnnn3C)CSC21 (some centres undefined)	-40%[2.33 µM]
CCNc1ncc2nc(-c3ccc(Cl)cc3)c(=O)n(-c3ccccc3)c2n1	-1%[12.7 µM]
COC(=O)N1CCC2(CC1)CN(C(=O)Nc1cccc(C#N)c1)C2	-6%[12.7 µM]
CCCCC/C=C\C[C@@H](O)/C=C/C=C/C=C\[C@@H](O)CCCC(=O)O	22%[59 µM]
CN(CCc1ccc(Cl)c(Cl)c1)CC(O)COc1ccc(NS(C)(=O)=O)cc1 (centres undefined)	0%[59 µM]
Nc1ncn([C@H]2O[C@@H](CO)[C@@H](O)[C@@H]2O)c(=O)n1	32%[21.5 µM]
COC(=O)Nc1ccc2[nH]cc(CCNC(C)=O)c2c1	?
COc1ccc(NC(=O)N2CC3(CCN(C(C)=O)CC3)C2)cc1	6%[12.7 µM]
O=S(=O)(c1ccccc1)N1CCC2(CCN(Cc3nccs3)CC2)CC1	5%[12.7 µM]
Cc1cnc(CNc2cc(-c3ccccc3CN(C)C)ncn2)cn1	-2%[0.501 µM]
CN1CCN(c2ncnc3ccc(-c4cccc(NS(C)(=O)=O)c4)cc23)CC1	0%[0.501 µM]
Cc1cnc(CNc2cc(-c3ccc(C(=O)N(C)C)cc3)ncn2)cn1	12%[0.501 µM]
COc1ncc2nc(-c3ccc(Cl)cc3)c(=O)n(Cc3cccs3)c2n1	-11%[0.501 µM]
Cc1nc2cnc(N3CCNCC3)nc2n(-c2ccccc2)c1=O	-10%[12.7 µM]
COCC(=O)N1CCC2(CCCN(c3ccccn3)C2)CC1	8%[12.7 µM]
CC1C=C[C@@H]2[C@H](C1)C(=O)N(Cc1ccccc1)[C@H]2c1ccccc1Br (some centres undefined)	?
COc1ccccc1CCn1c(=O)c(-c2ccc(F)c(F)c2)nc2cncnc21	-2%[0.501 µM]
COc1ccc(CNc2ccnc(-c3cccc(C#N)c3)n2)c(OC)c1	4%[0.501 µM]
COCCn1c(=O)c(-c2ccccc2)nc2cnc(Oc3ccc(OC)cc3)nc21	10%[0.501 µM]
COc1ccccc1CN1CC[C@@]2(CCCN(S(=O)(=O)c3ccccc3)C2)C1	-4%[12.7 µM]
COc1ccccc1-c1nccc(NCc2cccs2)n1	-1%[0.501 µM]
COCCNc1ncnc2ccc(-c3ccc(N(C)C)cc3)cc12	-27%[0.501 µM]
Nc1nc(Nc2ccccc2)nc2c1ncn2[C@@H]1O[C@H](CO)[C@H](O)[C@H]1O	13%[12.7 µM]
COc1cccc(Cn2c(=O)cnc3cnc(Oc4cccc(Cl)c4)nc32)c1	1%[12.7 µM]
NC(N)=NN=Cc1c(Cl)cccc1Cl	10%[21.5 µM]
O=S(=O)(c1ccccc1)N1CCC2(CC1)CN(c1ncccn1)C2	5%[12.7 µM]
O=C(N[C@@H](CO)[C@@H](O)c1ccc([N+](=O)[O-])cc1)C(Cl)Cl	27%[21.5 µM]
CC/C=C\C/C=C\C/C=C\CCCCCCCCCC(=O)O	32%[59 µM]
CN(C)Cc1ccccc1-c1cc(N(C)Cc2ccco2)ncn1	22%[0.501 µM]
COc1ccc(-c2nnc3sc(-c4ccccn4)nn23)cc1	-4%[59 µM]
COc1ccccc1CNc1cc(-c2ccccc2C(F)(F)F)ncn1	0%[0.501 µM]
COc1ccc(C(=O)N2CCC3(CC2)CN(c2ncccn2)C3)cc1	4%[12.7 µM]
COc1cccc(Cn2c(=O)c(-c3cccc(C#N)c3)nc3cnc(Nc4ccccc4)nc32)c1	4%[12.7 µM]
CC(O)(C(=O)Nc1ccc(S(=O)(=O)c2ccccc2)cc1)C(F)(F)F (centres undefined)	43%&50%[59 µM]
O=C(Nc1cccc(F)c1)N1CC[C@@]2(CCCN(C(=O)c3ccncc3)C2)C1	-29%[12.7 µM]
N#CCCn1c(=O)c(-c2cccs2)nc2cnc(N3CCOCC3)nc21	6%[0.501 µM]
COCC(=O)N1CCC[C@@]2(CCN(C(=O)Nc3ccccc3)C2)C1	12%[12.7 µM]
CNC(=O)[C@H]1O[C@@H](n2cnc3c(NCc4ccc(N)cc4)ncnc32)[C@H](O)[C@H]1O	46%[activator][12.7 µM]

Following part.
SMILES	G9a inh
CN(C)Cc1ccccc1-c1nccc(Nc2ccc(F)cc2)n1	0%[0.501 µM]
Cn1c(=O)c(-c2cccc(F)c2)nc2cncnc21	1%[0.501 µM]
COc1ccc(-c2nc3cnc(OC)nc3n(Cc3cccc(OC)c3)c2=O)cc1	10%[12.7 µM]
CNC(=O)[C@H]1O[C@@H](n2cnc3c(N)ncnc32)[C@H](O)[C@@H]1O	37%[59 µM]
COCC(=O)N1CCC[C@@]2(CCN(Cc3nccs3)C2)C1	1%[12.7 µM]
Cc1ccc2[nH]c(C)cc(=O)c2c1	25%[135 µM]
COCCn1c(=O)cnc2cnc(OCc3ccccc3)nc21	-12%[12.7 µM]
COc1ccccc1-c1cncnc1NCc1cccs1	11%[0.501 µM]
Cc1nc2cnc(N3CCOCC3)nc2n(Cc2cccs2)c1=O	-12%[12.7 µM]
C/C=C1/C(=O)C[C@@H]2[C@H]3CCC4=CC(=O)CC[C@]4(C)[C@@H]3CC[C@]12C	38%[59 µM]
COC(=O)CNC(=O)C(=O)OC	30%[59 µM]
O=C(Nc1ccccc1)N1CC2(CCN(C(=O)c3ccco3)CC2)C1	-2%[12.7 µM]
CC(=O)NCCNc1nc(-c2c(C)noc2C)nc2ccccc12	-41%[0.501 µM]
N#CCCn1c(=O)c(CCc2ccccc2)nc2cnc(N3CCOCC3)nc21	-7%[12.7 µM]
CN1CCCC2(CCN(S(=O)(=O)c3ccccc3)CC2)C1	2%[12.7 µM]
O=c1c(O)c(-c2ccc(O)c(O)c2)oc2c(OC3OC(CO)C(O)C(O)C3O)c(O)cc(O)c12 (centres undefined)	-43%[2.33 µM]
COc1ccc(-c2nc3cnc(N4CCNCC4)nc3n(C)c2=O)cc1	8%[12.7 µM]
Cn1cccc1C(=O)N1CCC2(CCCN(Cc3ccc(C#N)cc3)C2)CC1	-1%[12.7 µM]
O=C(c1ccncc1)N1CCC2(CC1)CN(c1ccc(-c3ccccc3)cc1)C2	9%[12.7 µM]
CCCCCCCCCCCCCCCCCCc1ccc(C(=O)/C=C/C(=O)O)cc1	4%[59 µM]
CN(Cc1ccco1)c1cc(-c2ccoc2)ncn1	-24%[0.501 µM]
O=c1c(-c2cccs2)nc2cnc(Oc3cccc(Cl)c3)nc2n1C1CC1	-9%[12.7 µM]
O=C(c1ccncc1)N1CCC[C@@]2(CCN(c3ccccc3)C2)C1	-18%[12.7 µM]
CCCCC#Cc1nc(N)c2ncn([C@@H]3O[C@H](C(=O)NCC)[C@@H](O)[C@H]3O)c2n1	35%[activator][12.7 µM]
NC(C(=O)O)c1ccc(P(=O)(O)O)cc1 (centres undefined)	21%[59 µM]
Cn1cccc1C(=O)N1CCC2(CCCN(c3ccncc3)C2)CC1	5%[12.7 µM]
COCCn1c(=O)c(C)nc2cnc(Oc3cccc(Cl)c3)nc21	0%[0.501 µM]
O=S(=O)(c1ccccc1)N1CCC2(CCN(c3ccccc3)CC2)CC1	-2%[12.7 µM]
CN(C)c1ncc2nc(-c3cc(F)cc(F)c3)c(=O)n(CCC#N)c2n1	8%[0.501 µM]
CNc1ncncc1-c1c(C)noc1C	5%[0.501 µM]
Cc1nc2cnc(N(C)C)nc2n(Cc2ccc(F)cc2)c1=O	-7%[12.7 µM]
O=C(c1ccncc1)N1CCC2(CCN(Cc3ccncc3)CC2)CC1	-8%[12.7 µM]
COc1cccc(Cn2c(=O)c(C)nc3cnc(N4CCN(C)CC4)nc32)c1	1%[0.501 µM]
COC(=O)c1c(OC)cc2c(c1C)Oc1c(Cl)c(O)c(Cl)c(C)c1C(=O)O2	-44%[2.33 µM]
Cc1noc(C)c1C(=O)N1CCC[C@@]2(CCN(Cc3ccc(C#N)cc3)C2)C1	5%[12.7 µM]
CN(C)Cc1ccccc1-c1cc(NCc2cccs2)ncn1	16%[0.501 µM]
CCNc1ncc2nc(-c3cc(F)cc(F)c3)c(=O)n(CCOC)c2n1	2%[0.501 µM]
COc1cccc(Cn2c(=O)c(-c3ccc(F)cc3)nc3cnc(OC)nc32)c1	-2%[0.501 µM]
CCN1CCN(C(=O)NC(C(=O)NC2C(=O)N3C2SC(C)(C)C3C(=O)O)c2ccccc2)C(=O)C1=O (centres undefined)	-1%[2.33 µM]
COc1ccc(-c2nc3cnc(Nc4cccc(OC)c4)nc3n(C[C@H]3CCCO3)c2=O)cc1	0%[0.501 µM]
COCCn1c(=O)c(-c2ccc(Cl)cc2)nc2cnc(N3CCOCC3)nc21	8%[0.501 µM]
CC(/C=C/C(=O)NO)=C\[C@@H](C)C(=O)c1ccc(N(C)C)cc1	16µM*!
CN(C)c1ncc2nc(-c3cccs3)c(=O)n(C[C@H]3CCCO3)c2n1	7%[0.501 µM]
CSCC[C@@H](N)C(=O)O	27%[59 µM]
CC(=O)NCCNc1ccnc(-c2ccccc2C(F)(F)F)n1	11%[0.501 µM]
C=C1C(=O)OC2CC1C(OC(C)=O)CC(C)=CCCC(C)=CCC[C@@]2(C)O (some centres undefined)	-3%[2.33 µM]
Cn1c(=O)c(-c2cccs2)nc2cnc(Oc3ccccc3)nc21	-1%[12.7 µM]
CN(C)c1ncc2nc(-c3ccccc3)c(=O)n(Cc3ccc(F)cc3)c2n1	2%[0.501 µM]
CN(C)C(=O)c1ccc(-c2cc(NCc3ccccc3)ncn2)cc1	-7%[0.501 µM]
COc1cccc(-c2ccc3ncnc(N4CCOCC4)c3c2)c1	7%[0.501 µM]

Additional records
SMILES	G9a inh
O=c1c(-c2ccc(F)cc2)nc2cncnc2n1Cc1ccc(F)cc1	7%[0.501 µM]
O=c1c(-c2cccs2)nc2cnc(Oc3ccccc3)nc2n1Cc1cccs1	11%[0.501 µM]
c1ccc2c(NCCN3CCOCC3)nc(-c3ccc4c(c3)OCO4)nc2c1	-42%[0.501 µM]
COc1ccc(-c2nc3cnc(OC)nc3n(-c3ccc(OC)cc3)c2=O)cc1	-4%[0.501 µM]
COc1ccccc1CNc1ncncc1-c1cccnc1	5%[0.501 µM]
Cc1cnc(CNc2ncnc3ccc(-c4c(C)noc4C)cc23)cn1	-10%[0.501 µM]
COCCn1c(=O)c(CCc2ccccc2)nc2cnc(Oc3ccccc3)nc21	8%[0.501 µM]
OC[C@H]1O[C@@H](n2cnc3c(Nc4ccccc4)ncnc32)[C@H](O)[C@H]1O	32%[activator][12.7 µM]
